Assay outcomes: PubChem, Sanford-Burnham Center for Chemical Genomics
PfG6PD inh – PfG6PD (Plasmodium falciparum) enzyme inhibition. inhibition, % at 20 µM. 0.78% of 350,000 active. PfGluPho enzyme, NADPH resazurin-diaphorase fluorescence;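 active = inhibition reaching at least a set limit at 20 µM in the primary screen, cut at about 59% in these data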;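 also: 0% = DMSO wells with substrate and 100% = DMSO wells lacking glucose-6-phosphate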
An asterisk follows results filed as active. This is a subset; rates above refer to the full screens.

SMILES | PfG6PD inh
CN1/C(=C/C=C/c2n(C)c3cc([N+](=O)[O-])c([N+](=O)[O-])cc3[n+]2C)C(C)(C)c2ccccc21 | 53.3
C[C@@H]1CN([C@H](C)CO)C(=O)CCCn2cc(nn2)CO[C@H]1CN(C)S(=O)(=O)c1ccc(-n2cccn2)cc1 | 4.5
COc1ccccc1OCC(=O)NCC1CCCN(C(=O)c2cccc(C)c2)C1 (stereo not given) | -2.8
COCCNC(=O)c1ccc(N2CC3CC(C2)c2cccc(=O)n2C3)c(NC(=O)c2ccc(C(C)(C)C)cc2)c1 (stereo not given) | 16.0
COc1cc(C=C2NC(=O)NC2=O)ccc1O | 16.3
Cc1n[nH]c(=O)n(N=Cc2cccs2)c1=O | -2.7
Cc1ccccc1-c1cnc2c(c1)C(=O)N([C@@H](C)CO)C[C@@H](C)[C@H](CN(C)Cc1ccccc1F)O2 | 16.5
CC1=C(C(=O)N2CCOCC2)CC(CC(=O)NCCN2CCOCC2)C(=O)N1Cc1ccc(F)cc1 (stereo not given) | -10.7
COc1ccc(C(=O)N2CCCC(CO)C2)cc1OC1CCN(C(C)C)CC1 (stereo not given) | -2.4
CCN(CC(=O)Nc1c(F)cccc1F)C(=O)C1CCCO1 (stereo not given) | 2.0
Cc1ccc(S(=O)(=O)N2C[C@H]3N(C(=O)OC(C)C)N(C(=O)OC(C)C)C[C@H](OC(=O)NCC4CCCCC4)[C@@]3(O)C2)cc1 | 31.0
C[C@@H]1CN([C@@H](C)CO)C(=O)CCCn2nncc2CO[C@@H]1CN(C)C(=O)NC1CCCCC1 | 7.5
NC(=S)c1ccc(OCCCc2ccccc2)cc1 | 29.6
CCc1nc(CN2CCCC(C(=O)Nc3ccc(-c4cccc(OC)c4)cc3)C2)c(C)[nH]1 (stereo not given) | 9.1
COc1ccc(Cl)cc1NC(=O)CCCn1c(=O)c2cccn2c2cccnc21 | 31.3
Cc1ccc(C(=O)NCC(=O)OCCCn2c(=O)[nH]c3ccccc32)cc1C | -1.3
C[C@H](CO)N1C[C@H](C)[C@@H](CN(C)S(=O)(=O)c2cccs2)OCc2cnnn2CCCC1=O | -1.9
COc1ccc(-n2nnnc2CNC(=O)C2CC(=O)N(c3ccc(F)cc3)C2)cc1 (stereo not given) | -4.2
COCC1CCCCN1C(=O)c1cc(COc2ccc(C)c(C)c2)on1 (stereo not given) | 4.7
Cc1ccc2c(Cl)c(C(=O)NCCCN3CCOCC3)sc2c1 | 16.4
CCOC(=O)N(C)C[C@@H]1OCc2ccccc2-c2c(n(C)c3ccccc23)C(=O)N([C@H](C)CO)C[C@H]1C | 2.0
Cc1nn(-c2ccccc2)c(C)c1NC(=O)COc1ccccc1C#N | -14.8
CCc1ccc(CCC(=O)N2CCN(S(=O)(=O)c3ccc(Br)cc3)CC2)cc1 | 11.7
O=C(COC(=O)/C=C/c1ccc2c(c1)OCO2)NCc1ccc(F)cc1 | 3.5
O=C(Nc1ccc(OC(F)(F)F)cc1)c1cc(S(=O)(=O)N2CCCCC2)ccc1N1CCOCC1 | 19.0

Next section.
SMILES | PfG6PD inh
CN(Cc1ccccc1C(F)(F)F)C(=O)C1CCC(=O)N(CC2CCCCC2)C1 (stereo not given) | -0.8
CC(=O)N1C[C@H]2CON(C)[C@H]2C[C@H]1c1cccc(-c2ccc(C#N)cc2)c1 | -0.2
COc1ccc(C(=O)OCC(=O)Nc2cc(C)on2)cc1F | -9.9
CC1(C)CNC(=S)N1Cc1ccccc1 | -3.5
C[C@]12CC[C@H](O)CC1=CCC1C2CC[C@@]2(C)C1CC[C@@H]2NCc1ccccc1 (stereo not given in full) | 2.9
COCCN(C(=O)COC(=O)c1c(C)nn(-c2ccccc2)c1C)c1c(N)n(Cc2ccccc2)c(=O)[nH]c1=O | 11.5
O=C1[C@H]2[C@@H](c3ccccc3)N[C@]3(CCCN(Cc4ccc(C(F)(F)F)cc4)C3=O)[C@H]2C(=O)N1Cc1ccccc1 | 23.1
COc1cc(CC(=O)C(=O)O)oc(=O)c1 | -24.1
O=C(Nc1c2c(nn1-c1ccccc1)CS(=O)(=O)C2)c1ccc(Br)o1 | -19.5
COC(=O)c1ccccc1S(=O)(=O)N1CCC(C(=O)NCc2ccccn2)CC1 | 1.7
CCOc1ccccc1C(=O)NC(C(=O)OCn1nnc2ccccc2c1=O)C(C)C (stereo not given) | -2.8
C[C@@H]1CN([C@H](C)CO)C(=O)CCCn2nncc2CO[C@@H]1CN(C)C(=O)Nc1ccnc(N2CCOCC2)c1 | 14.8
Cc1cc2c3ccccc3[nH]c(=O)n2n1 | 12.1
CC(Oc1ccc(Cl)cc1)C(=O)Nc1cccc(S(=O)(=O)N2CCCC2)c1 (stereo not given) | -10.4
C[C@@H]1CN([C@@H](C)CO)C(=O)CCCn2nncc2CO[C@H]1CN(C)S(=O)(=O)c1ccc2ccccc2c1 | -12.3
CC1C(=O)N(Cc2cn(CC3CCCCC3)nn2)CCS(=O)(=O)N1Cc1ccc(-c2ccc(Cl)cc2)cc1 (stereo not given) | 13.8
COc1ccccc1NS(=O)(=O)c1cc(N/C(=N/S(=O)(=O)c2ccccc2)c2ccc(F)cc2)ccc1Cl | 3.4
O=c1c2ccccc2on1-c1ccccc1 | 10.0
COc1ccc(-c2csc(NC(=O)CS(=O)(=O)c3ccccc3)n2)cc1OC | 2.1
O=[N+]([O-])c1ccc(S(=O)(=O)NCC(c2ccc3c(c2)OCO3)N2CCOCC2)cc1 (stereo not given) | -0.1
CC(C)C(=O)Nc1cccc(S(=O)(=O)NC2=NCCC2)c1 | 0.1
CC1(C)CC(=O)C=C(c2ccc(COC(=O)/C=C/c3ccccc3)cc2)C1=O | 11.5
Cc1ccc(C(=O)N(Cc2nnc(-c3ccccc3Cl)o2)C2CC2)o1 | 14.8
C#CCOc1ccc(CNC[C@H]2O[C@@H](n3ccc(N)nc3=O)[C@H](O)[C@@H]2O)cc1 | -11.1
COc1cc(C=NNC(=O)C(=O)Nc2cccc(Cl)c2)cc(OC)c1O | 24.0

More compounds:
SMILES | PfG6PD inh
CC1C(=O)N(Cc2cn(CCC3OCCO3)nn2)CCS(=O)(=O)N1Cc1ccc(-c2cccc(N(C)C)c2)cc1 (stereo not given) | 7.2
COC(=O)[C@H]1C[C@@]2(O)CN(S(=O)(=O)c3ccc(C)cc3)C[C@@]2(OC(=O)NCc2ccccc2F)C[C@H]1C(=O)OC | 5.1
CCOC(=O)N1CCN(C(=O)C2CCC(=O)N(Cc3ccccc3OC)C2)CC1 (stereo not given) | -10.2
CN(C)S(=O)(=O)n1cc(/C=C(\NC(=O)c2ccccc2)C(=O)N2CCCCC2)c2ccccc21 | 15.2
Cc1ccc([C@H]2N[C@]3(CCCN(Cc4ccc(Cl)cc4)C3=O)[C@H]3C(=O)N(Cc4ccccc4)C(=O)[C@@H]23)cc1 | 12.2
CCCCCCCCC(=O)c1c(OC)oc(C=O)cc1=O | -0.1
COC(=O)N(C)C[C@H]1OCc2cnnn2CCCC(=O)N([C@H](C)CO)C[C@H]1C | -16.1
C[C@H](CO)N1C[C@H](C)[C@@H](CN(C)S(=O)(=O)c2ccc3c(c2)OCCCO3)OCc2cn(nn2)CCCC1=O | -0.2
C[C@@H]1CN([C@@H](C)CO)C(=O)CCCn2nncc2CO[C@H]1CN(C)S(C)(=O)=O | -18.9
Brc1ccc(-c2nc3c4ccccc4ccn3c2Cc2ccccc2)cc1 | 56.5
CCCCN1C(=O)C(CC(=O)NCC2CCCCC2)CC(C(=O)N(C(C)C)C(C)C)=C1C (stereo not given) | -1.7
CCC(C)c1ccc(O)c(NC(=S)NC(=O)c2cccs2)c1 (stereo not given) | 21.5
Cc1ccc(Cc2c(-c3ccc(F)cc3)nc3ccc(Cl)cn23)cc1 | 62.4*
C[C@H]1CN([C@@H](C)CO)C(=O)CCCn2nncc2CO[C@@H]1CN(C)Cc1ccc(Cl)c(Cl)c1 | -1.4
C[C@H](CO)N1C[C@H](C)[C@H](CN(C)C(=O)Nc2ccc(C(F)(F)F)cc2)OCc2cnnn2CCCC1=O | 11.7
COc1ccc(CN2C(=O)C(CC(=O)NCc3cccs3)CC(C(=O)N3CCOCC3)=C2C)cc1 (stereo not given) | -7.9
O=C(CCNC(=O)N1CC(=O)Nc2ccccc21)NCc1ccccc1Cl | -37.7
C[C@@H]1CN([C@H](C)CO)C(=O)CCCn2nncc2CO[C@@H]1CN(C)S(=O)(=O)c1ccc(C#N)cc1 | 13.2
CC(Sc1nc2ncc(Cl)cc2[nH]1)C(=O)Nc1ccccc1[N+](=O)[O-] (stereo not given) | 45.9
CC1(C)CC(=O)C2=C(C1)OC1=C(C(=O)CC(C)(C)C1)C2c1cccc([N+](=O)[O-])c1 | 6.7
Cn1ccnc1CC(C)(O)c1ccccc1 (stereo not given) | -16.1
C[C@H]1CN([C@@H](C)CO)C(=O)CCCn2cc(nn2)CO[C@@H]1CN(C)C(=O)Nc1ccnc(N2CCOCC2)c1 | -5.4
O=C(OCc1ccccc1)N1CCC2CC1c1ccc(-c3ccc4c(c3)OCO4)cc12 (stereo not given) | 2.8
CCOC(=O)CCCCCC(=O)Nc1ccc2c(c1)C(=O)N([C@@H](C)CO)C[C@H](C)[C@H](CN(C)C(=O)Nc1ccc(C(F)(F)F)cc1)OCCCC[C@H](C)O2 | -2.0
C[C@@H]1CN([C@H](C)CO)C(=O)CCCn2cc(nn2)CO[C@H]1CN(C)S(=O)(=O)c1ccc2c(c1)OCCCO2 | -4.3

Following part.
SMILES | PfG6PD inh
CCN(CC)C(=O)C1=C(C)N(Cc2ccc(C(C)(C)C)cc2)C(=O)C(CC(=O)NC2CCCCC2)C1 (stereo not given) | 2.1
COc1ccncc1-c1ccccc1C1=CC(=O)CC(C)(C)C1=O | 9.8
O=S(=O)(c1ccc(NC(=S)NC23CC4CC(CC(C4)C2)C3)cc1)N1CCCCC1 | 19.8
COc1ccc(Cc2nc3ccc(C(=O)NCc4cccc(C)n4)cc3o2)cc1OC | -27.9
O=C(NC(=S)N1CCN(c2ccc(F)cc2)CC1)c1ccccc1 | 1.6
C[C@@H]1CN([C@H](C)CO)C(=O)c2cc(-c3ccccc3)cnc2O[C@@H]1CN(C)C(=O)C1CCOCC1 | 4.8
CC1(C)CN(c2ccc(Br)cc2)C(=O)[C@H]1CC(=O)Nc1ccccc1 | 5.2
COc1ccc(C(C#N)=Cc2ccc(N(C)CCC#N)cc2)cc1 | 10.2
NC(=O)c1ccc(NC(=O)COC(=O)CCC2CCCC2)cc1 | 5.5
CC1(C)CC(=O)C=C(c2cccc(OC(=O)c3ccc(Br)cc3)c2)C1=O | 28.6
COc1ccc(-c2csc(NC(=O)CS(=O)(=O)c3ccccc3)n2)c(OC)c1 | 15.4
CCN(CC)C(=O)C1=C(C)N(CCCN2CCCC2=O)C(=O)C(CC(=O)NCC2CCCCC2)C1 (stereo not given) | -3.4
COc1ccc(CN2C(=O)C(CC(=O)NCc3ccco3)CC(C(=O)N3CCOCC3)=C2C)cc1 (stereo not given) | -0.5
COc1ccc(N2CCN(CCCn3cnc4c(SC)ncnc43)CC2)cc1 | -5.7
COC(=O)c1cn(C(=O)c2ccc3c(c2)OCO3)c2ccccc12 | 9.3
Cc1ccc([C@H]2N[C@]3(CCCN(Cc4ccccc4)C3=O)[C@H]3C(=O)N(Cc4ccccc4)C(=O)[C@@H]23)cc1 | -3.5
C[C@H]1CN([C@@H](C)CO)C(=O)c2cc(Br)cnc2O[C@@H]1CN(C)C(=O)c1ccncc1 | -7.0
Cc1nc(N)sc1-c1csc(Nc2cc(N(C)C)ccc2Cl)n1 | 39.2
CN(CC(=O)Nc1ccc(F)c(F)c1F)C(=O)CCN1C(=O)C2CC=CCC2C1=O (stereo not given) | -16.2
COc1ccc(S(=O)(=O)N2CCOC2CNC(=O)C(=O)NCCCN2CCCC2=O)cc1OC (stereo not given) | -9.2
Cc1ccc(S(=O)(=O)N2CCCCC2)cc1NC(=O)CCNC(=O)c1ccccc1Cl | -0.4
Oc1ccc(C=NNC(=S)Nc2ccccc2)nc1 | 31.2
O=C(NCc1cccnc1)C(=O)NCC1OCCCN1S(=O)(=O)c1cc(F)ccc1F (stereo not given) | -8.9
C[C@@H]1CN([C@H](C)CO)C(=O)CCCn2cc(nn2)CO[C@H]1CN(C)S(=O)(=O)c1ccccc1 | 7.0
CCOC(=O)C(C)N1c2cccc3cccc(c23)S1(=O)=O (stereo not given) | 17.6

Grouped by structure: those above with a tert-butyl group
SMILES | PfG6PD inh
COCCNC(=O)c1ccc(N2CC3CC(C2)c2cccc(=O)n2C3)c(NC(=O)c2ccc(C(C)(C)C)cc2)c1 (stereo not given) | 16.0
CCN(CC)C(=O)C1=C(C)N(Cc2ccc(C(C)(C)C)cc2)C(=O)C(CC(=O)NC2CCCCC2)C1 (stereo not given) | 2.1

Not a retest: entries from further up.
SMILES | PfG6PD inh
COc1ccc(-c2csc(NC(=O)CS(=O)(=O)c3ccccc3)n2)c(OC)c1 | 15.4
CCN(CC)C(=O)C1=C(C)N(CCCN2CCCC2=O)C(=O)C(CC(=O)NCC2CCCCC2)C1 (stereo not given) | -3.4
COc1ccc(CN2C(=O)C(CC(=O)NCc3ccco3)CC(C(=O)N3CCOCC3)=C2C)cc1 (stereo not given) | -0.5
COc1ccc(N2CCN(CCCn3cnc4c(SC)ncnc43)CC2)cc1 | -5.7
COC(=O)c1cn(C(=O)c2ccc3c(c2)OCO3)c2ccccc12 | 9.3

(listing goes on)
SMILES | PfG6PD inh
COc1cccc(-c2nc(CN3CCN(C(=O)c4ccco4)CC3)c(C)o2)c1OC | 13.9
COc1ccc(NC(=O)C[C@H]2C(=O)N(CCc3ccccc3)C[C@@H]2C)cc1 | -2.1
Cc1ccc(Nc2n[nH]c(=S)s2)cc1 | 44.2
Cc1ccccc1S(=O)(=O)N(C)C[C@@H]1OCc2cnnn2CCCC(=O)N([C@@H](C)CO)C[C@@H]1C | -2.4
C[C@@H]1CN([C@@H](C)CO)S(=O)(=O)c2ccc(Br)cc2O[C@@H]1CN(C)C(=O)c1ccc(F)cc1 | 5.9
Cc1nccn1CCC(=O)NC1CC(C)(C)Cc2c1cnn2-c1ccccc1 (stereo not given) | 2.7
CN(C(=O)COC(=O)c1cccs1)c1ccccc1 | 9.7
CCN(CC)C(=O)C1=C(C)N(CCCOC)C(=O)C(CC(=O)NCCCCc2ccccc2)C1 (stereo not given) | -9.8

Marked active in PfG6PD inh, of those listed so far:
SMILES | PfG6PD inh
Cc1ccc(Cc2c(-c3ccc(F)cc3)nc3ccc(Cl)cn23)cc1 | 62.4*
